MITF primary = inhibitors of human MITF; O75030; AlphaScreen MITF homodimerization, bead proximity signal; inhibition, % at 2.6 µM; hit rate 0.91% among 650,000; AID 1259374; in the data active means inhibition above about 50%;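 further: 0% = vehicle wells with protein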
TEAD-YAP block = TEAD-YAP interaction inhibition; HEK-TIYL cells, TEAD-Gal4/YAP UAS-luciferase luminescence; inhibition, % at 9.12 µM; hit rate 1.4% among 640,000; AID 1259422; in the data active means inhibition above about 32%;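 further: 0% = median of test compound wells and 100% = reference inhibitor wells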
GPR151 activ = human GPR151 activation | AID 1508602 | activation, % at 11.2 µM | hit rate 1% among 650,000 | Q8TDV0 | PathHunter beta-arrestin GPR151 cells, luminescence; in the data active means activation above about 4.9%;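 further: 0% = median of compound wells and 100% = cells with positive control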
FBW7 activator = human FBW7 E3 ligase activation, primary screen. AlphaScreen FBW7–phospho-cyclin E peptide binding, activator screen. normalized activity (activation), % at 26.1 µM. hit rate 0.13% among 650,000; in the data active means normalized activity above about 1.9%;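 further: purified mutant Fbw7 with reduced substrate affinity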
Target sequence (Q969H0 whole entry, looked up): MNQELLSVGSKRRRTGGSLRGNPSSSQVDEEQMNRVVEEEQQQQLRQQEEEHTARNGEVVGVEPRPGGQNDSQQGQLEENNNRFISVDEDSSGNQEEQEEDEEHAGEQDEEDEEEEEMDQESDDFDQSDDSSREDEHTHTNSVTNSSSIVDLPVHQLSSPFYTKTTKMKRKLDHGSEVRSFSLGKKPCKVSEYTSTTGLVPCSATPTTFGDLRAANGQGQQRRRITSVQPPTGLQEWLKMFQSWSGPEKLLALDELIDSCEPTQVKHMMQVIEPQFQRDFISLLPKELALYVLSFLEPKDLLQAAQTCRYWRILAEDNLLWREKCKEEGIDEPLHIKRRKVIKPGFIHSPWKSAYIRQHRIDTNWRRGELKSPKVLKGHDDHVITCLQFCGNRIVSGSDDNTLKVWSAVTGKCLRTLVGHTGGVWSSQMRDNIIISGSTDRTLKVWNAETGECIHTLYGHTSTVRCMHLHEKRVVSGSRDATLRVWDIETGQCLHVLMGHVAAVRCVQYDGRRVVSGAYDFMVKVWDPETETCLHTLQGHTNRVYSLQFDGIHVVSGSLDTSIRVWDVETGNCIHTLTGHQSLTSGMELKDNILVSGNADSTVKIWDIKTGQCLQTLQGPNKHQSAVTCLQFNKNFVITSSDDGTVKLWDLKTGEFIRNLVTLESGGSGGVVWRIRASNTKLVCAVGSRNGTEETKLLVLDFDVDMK
Starred values were filed as active, the others as inactive. Not a hit list; 3.5% or so of the library scored in one or more.

Order of results – MITF primary	TEAD-YAP block	GPR151 activ	FBW7 activator
> CS(=O)(=O)c1ccc(-c2ccnc(Nc3ccc(-n4nncc4N4CCOCC4)cc3)n2)cc1
    21.0	9.8	0.1	1.1
> C=C(C)C1CC=C(CO)CC1 (stereo not given)
    -2.2	-0.1	3.1	-0.1
> COc1cc(OC)cc(-c2nnc(NC(=O)c3cc(=O)c4ccccc4o3)o2)c1
    -5.5	-6.9	-1.6	-0.1
> C=CCn1c(C)cc(C(=O)CSc2nc3ccccc3o2)c1C
    -5.1	-62.1	-0.5	-0.1
> Cc1ccccc1CSCC1Nc2ccc(C(=O)NCCc3ccccc3)cc2NC1=O (stereo not given)
    15.8	2.7	-0.8	-0.1
> Cc1nnc(N/N=C/c2ccc(N(C)C)cc2)[nH]c1=O
    19.8	-8.5	1.3	-0.5
> CCOC(=O)CNC(=O)C(Cc1ccccc1)NC(=O)OC(C)(C)C (stereo not given)
    1.6	-5.5	-1.6	0.0
> COc1ccc(NC(=O)C2CCCN(CCCc3ccccc3)C2)cc1OCC(C)C (stereo not given)
    15.3	22.4	0.0	0.6
> CNC(=O)CN(c1ccc(OC)cc1)S(=O)(=O)c1ccc(F)cc1
    0.1	-1.2	-1.1	-0.1
> C=CCC1(N(Cc2ccccc2)C(C)=O)CCCC1
    13.0	0.8	-0.2	-0.2
> CCOC(=O)c1ccc2c(=O)n(Cc3ccccc3)c(SCC#N)nc2c1
    14.8	-2.1	0.0	1.0
> COc1cccc(N=Cc2ccc(C#N)cc2)c1
    -3.8	-12.3	0.3	-0.1
> c1ccc2c(c1)CC(c1cnc3cc(-c4cn[nH]c4)ccc3n1)CO2 (stereo not given)
    -10.0	9.3	1.9	0.1
> COC(=O)C(C)N1C(=O)S/C(=C/c2ccc3c(c2)OCCO3)C1=O (stereo not given)
    9.6	4.4	-0.7	-0.1
> COc1ccc2oc(=O)c(-c3ccc([N+](=O)[O-])cc3[N+](=O)[O-])cc2c1
    -4.5	8.2	-0.3	0.0
> CCN(CCCN1C(=O)C2C(C(=O)Nc3cccc(SC)c3)C3C=CC2(O3)C1C(=O)NC1CCCCC1)Cc1ccccc1 (stereo not given)
    -4.7	0.6	-1.4	-0.1
> CCCC(=O)C1=C(c2ccc(OCC)cc2)N(C(=O)CCC)n2c(C)nnc2S1
    -1.6	3.1	-1.0	-0.1
> OC(CN1CCCCCC1)CN1c2ccccc2Sc2ccccc21 (stereo not given)
    9.7	-6.3	-0.7	-0.7
> Nc1nonc1C(=O)N1CCC(Cc2ccccc2)CC1
    8.0	9.1	-0.5	0.4
> CN1CCN(c2ccc(-c3cnc4c(NCCc5ccccn5)nccn34)cn2)CC1
    5.8	11.8	-0.2	0.1
> CC(=O)NC(c1ccc([N+](=O)[O-])cc1)c1ccc2cccnc2c1O (stereo not given)
    -20.9	83.8*	2.1	-0.2
> C/C(=N\Nc1ccc(S(=O)(=O)N2CCCC2)cc1[N+](=O)[O-])c1cccs1
    -1.8	7.0	-0.4	0.0
> COc1ccc(C2C(C#N)=C(C)NC(C)=C2C(=O)OC(C)C)c(OC)c1 (stereo not given)
    8.8	-11.5	0.8	0.0
> O=C(Nc1ccccc1C(F)(F)F)c1ccc(SCC(=O)N2CCC3(CC2)OCCO3)c([N+](=O)[O-])c1
    6.5	-1.0	-0.4	0.0
> CC(=O)N1CCC(N(C(=O)COCC(F)(F)F)C2CC2)CC1
    21.7	15.2	-0.3	0.6
> CCC(=O)N(CN1C(=O)c2ccccc2C1=O)c1cccc(F)c1
    5.6	13.8	-0.5	0.3
> CCc1nccn1CC1CCN(C(=O)c2ccc3c(c2)OCO3)CC1
    6.1	-8.5	-1.4	-0.2
> COc1ccc2cc(C(c3nnnn3C(C)(C)C)N3CCSCC3)c(=O)[nH]c2c1 (stereo not given)
    2.6	9.6	1.9	1.1
> CN(C)/C(Cn1cncn1)=C1/N=C(c2ccccc2)OC1=O
    6.1	-0.5	-0.9	-0.1
> O=C(Nc1ccc2oc(-c3ccc(F)cc3Cl)nc2c1)c1cc(Br)ccc1Cl
    -4.9	-5.9	-1.0	-0.1

Another view of two compounds above.
| SMILES | MITF primary | TEAD-YAP block | GPR151 activ | FBW7 activator |
| --- | --- | --- | --- | --- |
| Cc1nnc(N/N=C/c2ccc(N(C)C)cc2)[nH]c1=O | 19.8 | -8.5 | 1.3 | -0.5 |
| CCOC(=O)CNC(=O)C(Cc1ccccc1)NC(=O)OC(C)(C)C (stereo not given) | 1.6 | -5.5 | -1.6 | 0.0 |

Back to the main list; the four compounds before the break are reprinted first.
Order of results – MITF primary	TEAD-YAP block	GPR151 activ	FBW7 activator
> CCc1nccn1CC1CCN(C(=O)c2ccc3c(c2)OCO3)CC1
    6.1	-8.5	-1.4	-0.2
> COc1ccc2cc(C(c3nnnn3C(C)(C)C)N3CCSCC3)c(=O)[nH]c2c1 (stereo not given)
    2.6	9.6	1.9	1.1
> CN(C)/C(Cn1cncn1)=C1/N=C(c2ccccc2)OC1=O
    6.1	-0.5	-0.9	-0.1
> O=C(Nc1ccc2oc(-c3ccc(F)cc3Cl)nc2c1)c1cc(Br)ccc1Cl
    -4.9	-5.9	-1.0	-0.1
> C/C(=N\O)C(C)(C)Nc1ccc(F)cc1
    2.1	-2.7	0.1	-0.1
> Cc1cc(C(=O)COc2ccc(-c3nnco3)cc2)c(C)n1-c1ccc2c(c1)OCCO2
    8.9	-5.7	-1.2	0.1
> CN(CCc1ccccn1)C(=O)c1ccc2c(c1)NC(=O)c1ccccc1N2
    13.0	-5.2	1.3	0.3
> CN(Cc1ccc(C(F)(F)F)cc1)C(=O)CC1(c2cccc(F)c2)CC(=O)N(C)C1=O (stereo not given)
    -12.6	-6.4	-1.7	0.1
> CC(C)(C)n1nc2c(c1NC(=O)c1ccc3c(c1)OCO3)CS(=O)C2 (stereo not given)
    -0.7	1.8	-0.7	0.0
> O=C(NC(Cc1c[nH]c2ccccc12)C(=O)O)/C(=C/c1ccc2c(c1)OCO2)NC(=O)c1ccccc1 (stereo not given)
    0.2	4.7	-1.2	-0.1
> N#Cc1ccc(NC(=O)COC(=O)c2cnccn2)cc1
    4.3	7.0	2.1	0.0
> Cc1cccc(-c2noc(COc3ccc(C)cc3Br)n2)c1
    2.6	-22.4	3.7	0.3
> CC1=NN(C(=O)OC(C)(C)C)C(O)(c2ccc(C)cc2)C1 (stereo not given)
    21.3	-26.2	-0.1	0.3
> O=C(O)c1ccc(-n2nncc2-c2cccs2)cc1
    3.8	4.0	-0.1	-0.1
> CC(C)c1ccc(S(=O)(=O)ON=C2C=CC(=O)C=C2)cc1
    28.9	9.2	0.3	-0.1
> CCOc1ccc(NC(=O)CSC2=C(C#N)C(c3ccc([N+](=O)[O-])cc3)CC(=O)N2)cc1 (stereo not given)
    8.8	12.7	0.4	-0.1
> COC(=O)c1ccc(CN2CCC(N(Cc3ccco3)C(=O)NC(C)C)CC2)cc1
    18.0	1.9	0.8	0.3
> COc1cccc(Oc2nc(N)ncc2[N+](=O)[O-])c1
    -2.8	-9.7	-1.2	0.8
> Cc1ccc(-n2ncc3c(Nc4ccc(Br)cc4)ncnc32)c(C)c1
    -5.8	-36.4	2.6	-0.1
> CCOc1cc(C=O)c(Cl)cc1OCC(=O)O
    5.1	5.8	0.6	0.3
> COC(=O)c1ccc(/C=C2\N=C(c3ccc(F)cc3)OC2=O)cc1
    2.7	11.0	0.3	0.0
> Fc1ccc(C(c2nnnn2C2CCCC2)N2CCCCC2)cc1 (stereo not given)
    0.7	-0.5	-0.1	0.2
> CCN(CC)c1nc(C)nc2sc(C(=O)Nc3ccccc3OC)c(C)c12
    -5.2	-6.3	0.1	0.0
> COc1cc(OC)cc(C(=O)NC(=S)Nc2ccc(C(=O)O)cc2)c1
    16.7	-1.0	-7.5	0.2
> O=C(Cc1ccccc1)Oc1ccccc1N1C(=O)C2CCCCC2C1=O (stereo not given)
    -18.0	-1.7	-1.6	0.1
> COC(=O)c1c(NC(=O)/C=C/C(=O)O)sc2c1CCN(C(C)=O)C2
    83.0*	5.3	-0.2	-0.2
> CCCN(CC(=O)Nc1ccc(OC)c(OC)c1)CC(=O)Nc1ccc(F)c(F)c1F
    4.5	-6.7	1.6	0.0
> COc1ccc(CC(=O)Nc2cc3cc(-c4cnn(C)c4)ccc3cn2)cc1
    6.3	72.2*	-1.1	-0.1
> COc1ccc(C(=O)Nc2ccc(S(=O)(=O)Nc3nccc(C)n3)cc2)c(OC)c1
    -10.8	-4.8	-0.4	0.0
> Cc1ccc(Nc2nnc(-c3ccc(C)c(S(=O)(=O)NCc4ccccn4)c3)c3ccccc23)c(C)c1
    29.4	6.6	0.0	0.2
> O=C(Nc1ccccc1-c1ccccc1)c1ccncc1
    3.3	-9.4	3.7	-0.2
> O=C(NCc1ccco1)c1nc2nc(-c3cccs3)cc(C(F)(F)F)n2n1
    17.1	-2.2	-0.6	0.6
> CN(CCc1ccccc1)C1CCCN(C(=O)c2ccnn2C)C1 (stereo not given)
    6.1	-15.5	1.8	-0.1
> O=C(CSc1nc2ccccc2o1)OCc1ccccc1
    11.2	-0.1	1.4	0.1

Carrying on.
Assay codes: A = MITF primary; B = TEAD-YAP block; C = GPR151 activ; D = FBW7 activator
O=[N+]([O-])c1ccc(CNc2cccc(F)c2)s1
  A = 12.4	B = 18.1	C = 0.0	D = -0.2
OCCC1CN(Cc2ccc(O)cc2)CCN1Cc1ccc(F)cc1 (stereo not given)
  A = -10.5	B = -2.9	C = 0.2	D = 0.2
O=C(Cn1c2ccccc2c(=O)c2ccccc21)Nc1ccc(Br)cc1OC(F)(F)F
  A = 10.8	B = 3.9	C = -0.4	D = 0.6
N#Cc1cc2cc3c(cc2nc1NCCNC(=O)c1cccnc1)OCO3
  A = 7.8	B = -13.1	C = 0.4	D = 0.3
CC(C)NC(=O)c1cnc2scc(-c3ccccc3)n2c1=O
  A = 3.2	B = 2.2	C = 8.5*	D = -0.2
COc1ccc(OC)c(C2NC(=S)NC(C)=C2C(=O)OC(C)C)c1 (stereo not given)
  A = 11.8	B = -3.1	C = -1.4	D = 0.1
CCOC(=O)c1cnc2c(Cl)cccc2c1Nc1ccccc1
  A = -1.1	B = -1.9	C = -0.7	D = 0.0
O=c1/c(=C\c2ccccc2[N+](=O)[O-])sc2nc(-c3ccc(F)cc3)nn12
  A = 17.8	B = -3.1	C = -0.6	D = 0.0
Nc1nonc1C1=NS(=O)ON1 (stereo not given)
  A = 14.9	B = 2.2	C = 3.5	D = 0.9
CC1(C)CC(=O)C2=C(C1)Nc1ccccc1N(C(=O)Cc1ccc(Cl)cc1)C2c1ccco1 (stereo not given)
  A = 0.2	B = 2.5	C = 0.8	D = -0.1

Complete entries as entered above. Values in the order: MITF primary, TEAD-YAP block, GPR151 activ, FBW7 activator
Listed for CC(C)NC(=O)c1cnc2scc(-c3ccccc3)n2c1=O : 3.2, 2.2, 8.5*, -0.2
Listed for CCOC(=O)c1cnc2c(Cl)cccc2c1Nc1ccccc1 : -1.1, -1.9, -0.7, 0.0
Listed for O=[N+]([O-])c1ccc(CNc2cccc(F)c2)s1 : 12.4, 18.1, 0.0, -0.2

(list continues)
Assay codes: A = MITF primary; B = TEAD-YAP block; C = GPR151 activ; D = FBW7 activator
O=C(Nc1ccc(-c2noc(CCc3ccccc3)n2)cc1)c1cccs1
  A = -1.1	B = -72.3	C = -3.4	D = 0.6
O=C1c2ccccc2-c2onc3c(Br)cc(NCCO)c1c23
  A = 22.4	B = 26.6	C = -1.8	D = -0.3
Cc1ccc(CNS(=O)(=O)c2ccc(F)c(C(=O)Nc3ccc(C)c(F)c3)c2)cc1
  A = 4.2	B = -0.9	C = 0.2	D = 0.0
C#CCOC(=O)c1ccc(-n2nc(C)c([N+](=O)[O-])c2C)cc1
  A = 6.4	B = 3.9	C = -0.9	D = 0.3
CC(=O)c1ccc(NC(=O)CC2Nc3cccc4cccc(c34)NC2=O)cc1 (stereo not given)
  A = -14.3	B = 8.1	C = 1.8	D = -0.6
CC(NCCC(c1ccccc1)c1ccccc1O)c1ccccc1 (stereo not given)
  A = 4.1	B = -2.7	C = -0.6	D = -0.2
CCCc1ccc(OCc2nc(-c3nonc3N)no2)cc1
  A = 7.1	B = -64.5	C = 4.5	D = 0.2
Cc1ccc2nc(C3=C(O)c4ccccc4C3=O)ccc2c1
  A = 10.7	B = 30.9	C = -0.8	D = 0.7
